Screening results deposited in PubChem by Sanford-Burnham Center for Chemical Genomics.
CCR6 antag – antagonists of human CCR6 receptor; inhibition, % at 20 µM; actives 0.49% (n = 340,000); CHO-K1 CCR6 PathHunter beta-arrestin, luminescence, CCL20-stimulated; P51684;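 active means compounds whose inhibition of the agonist-driven luminescence signal at 20 µM reaches about 50%, limit read from the data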;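 further: cells stimulated with CCL20 at 14 nM final; plate controls were DMSO with CCL20 for no effect and DMSO without agonist for full effect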
Target sequence (P51684 whole entry, looked up): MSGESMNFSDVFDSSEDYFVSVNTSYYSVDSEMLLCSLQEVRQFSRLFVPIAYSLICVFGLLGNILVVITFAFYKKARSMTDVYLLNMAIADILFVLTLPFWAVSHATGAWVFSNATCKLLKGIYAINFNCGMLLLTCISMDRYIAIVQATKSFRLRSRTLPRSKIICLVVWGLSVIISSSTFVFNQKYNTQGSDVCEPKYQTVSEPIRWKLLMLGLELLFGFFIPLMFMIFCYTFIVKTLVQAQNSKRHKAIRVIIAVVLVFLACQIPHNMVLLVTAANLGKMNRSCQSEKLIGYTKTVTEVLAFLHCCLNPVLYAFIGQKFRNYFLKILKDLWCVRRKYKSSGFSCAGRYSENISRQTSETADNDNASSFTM
Jurkat NFkB inh – lowers PMA/ionomycin-induced NF-kB signal in Jurkat cells. PMA/ionomycin-induced NF-kB luciferase reporter, luminescence. inhibition, % at 4 µM. actives 0.53% (n = 330,000). AID 435003; in the data active means inhibition above about 50%
EBI2 antag – blocks human EBI2 receptor beta-arrestin signaling; inhibition, % at 5 µM; AID 651636; P32249; actives 0.81% (n = 360,000); EBI2 beta-arrestin recruitment, luminescence, 7a,25-OHC stimulated; in the data active means inhibition above about 38%;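 further: enzyme fragment complementation signal reports receptor beta-arrestin coupling in cells; 0% = agonist plus DMSO wells and 100% = wells without agonist; some results beyond the cut were filed as inactive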
UBC13 polyUb – inhibitors of human UBC13 polyubiquitin chain formation; P61088; actives 0.47% (n = 330,000); inhibition, % at 20 µM; TR-FRET; in the data active means inhibition above about 45%, passing the limit was not always enough
Target sequence (P61088 whole entry, looked up): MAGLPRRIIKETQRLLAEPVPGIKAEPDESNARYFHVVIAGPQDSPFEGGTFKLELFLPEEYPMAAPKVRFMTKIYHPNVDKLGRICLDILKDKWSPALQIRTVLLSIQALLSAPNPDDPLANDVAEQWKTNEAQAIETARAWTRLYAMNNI
CXCR6 block – CXCR6 (human) receptor inhibition; O00574; CHO-K1 PathHunter CXCR6 beta-arrestin, luminescence; actives 0.36% (n = 360,000); inhibition, % at 20 µM; in the data active means inhibition above about 34%, passing the limit was not always enough;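 further: antagonist mode with CXCL16 agonist at 10 nM final; 0% = 10 nM CXCL16 with DMSO and 100% = unstimulated wells without agonist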
Target sequence (O00574 whole entry, looked up): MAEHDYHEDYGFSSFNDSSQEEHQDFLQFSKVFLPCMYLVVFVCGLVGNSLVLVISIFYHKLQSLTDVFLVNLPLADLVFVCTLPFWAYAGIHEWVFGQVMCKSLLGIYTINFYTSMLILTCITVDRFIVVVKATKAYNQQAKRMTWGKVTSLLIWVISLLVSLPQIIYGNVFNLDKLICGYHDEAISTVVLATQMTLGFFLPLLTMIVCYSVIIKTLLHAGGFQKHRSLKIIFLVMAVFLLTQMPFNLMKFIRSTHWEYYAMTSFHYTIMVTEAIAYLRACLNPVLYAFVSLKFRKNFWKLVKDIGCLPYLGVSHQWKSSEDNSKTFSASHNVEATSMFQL
APJ antagonist – antagonists of human APJ apelin receptor; AID 2521; actives 0.32% (n = 330,000); CHO-K1 APJ beta-arrestin complementation, luminescence; inhibition, % at 20 µM; P35414;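 active means inhibition above about 40% at 20 µM, limit read from the data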;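 further: cells challenged with 10 nM apelin-13 agonist together with compound; plate controls were apelin-13 plus DMSO wells for no effect and DMSO wells lacking apelin-13 for full effect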
697 NFkB inh – lowers PMA/ionomycin-induced NF-kB signal in 697 B cells; inhibition, % at 4 µM; actives 0.33% (n = 330,000); 697 B-cell NF-kB luciferase reporter, 16 h; in the data active means inhibition above about 35%
Gli-Sufu antag – blocks Gli-Sufu signaling in a luciferase reporter. Sufu-KO-LIGHT fibroblasts, Gli luciferase reporter luminescence. inhibition, % at 5 µM. actives 0.74% (n = 340,000). AID 588413;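 active means inhibition above about 55%, limit read from the data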;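 further: 0% = DMSO-treated cells and 100% = wells with medium but no cells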
* marks the source's active call; other numbers are inactive results; · = no result given.

SMILES	CCR6 antag	Jurkat NFkB inh	EBI2 antag	UBC13 polyUb	CXCR6 block	APJ antagonist	697 NFkB inh	Gli-Sufu antag
COc1ccc2sc(-c3ccc(SC)cc3)c(-c3ccc(O)cc3)c2c1	24	-8	9	24	2	3	4	0
COc1cc(Cl)c(CN2CCCC(CO)(Cc3ccccc3)C2)cc1OC (stereo unspecified)	8	0	-3	4	-1	12	10	27
COC(=O)c1ccccc1NC(=O)c1cc2ccccc2o1	11	-2	15	21	6	-8	-59	-26
Cc1cccc(NC(=O)CC2SC(=O)N(c3ccccc3)C2=O)c1 (stereo unspecified)	21	-6	6	3	12	-10	16	-27
COc1ccccc1NC(=O)Nc1ccc2c(c1)nnn2C	0	-37	0	16	-6	-5	0	-2
Cc1ccc(N(CCC#N)C(=O)COC(=O)C2CCN(c3ccc(C(F)(F)F)cn3)CC2)cc1	18	12	12	-1	3	5	-21	-5
CCOc1ccccc1NC(=O)COC(=O)c1cnc(C)cn1	-1	-4	4	4	-6	-10	6	-4
CCOC(=O)/C(C#N)=C\c1c(OCC)n(CC)c2ccccc12	31	-4	13	7	6	4	8	7
Cc1cc(/C=C2/NC(=O)N(c3ccccc3)C2=O)c(C)n1-c1cccnc1	2	-61	-22	-2	-6	1	-29	-77
NS(=O)(=O)c1ccc(CNC(=S)NCc2ccc(Cl)cc2)cc1	3	11	2	6	-11	-8	0	0
CC(=O)N1CCN=C1SCc1ccc(F)cc1	-4	1	-1	6	2	-3	8	8
COCc1cc(N2CCN(c3ccccc3F)CC2)nc(-c2ccccc2)n1	-8	-7	-3	6	-3	2	10	-4
CC1CCCC(NC(=O)CCNC(=O)c2ccc([N+](=O)[O-])cc2)C1C (stereo unspecified)	-2	18	13	6	-4	8	23	-10
CCCCCC(=O)NNC(=O)Cc1ccc([N+](=O)[O-])cc1	18	4	-11	3	0	3	13	0
O=C(NNC1CC(=O)N(c2ccccc2)C1=O)c1ccccc1Cl (stereo unspecified)	-2	7	-10	-6	11	-15	2	7
CN(C)c1ccc(NC(=O)CN2CCN(S(=O)(=O)c3cc(Cl)ccc3Cl)CC2)cc1	-3	-4	64*	-3	5	9	9	2
Cc1cccc(OCCN2CSC(=S)N(C)C2)c1	2	-16	-8	-4	10	5	-23	4
CC(=O)c1ccc([N+](=O)[O-])c(CS(=O)(=O)c2ccc(Cl)cc2)c1	-2	3	7	2	2	-37	-6	7
O=C(NCCc1nnc2ccc(N3CCCCCC3)nn12)c1ccccc1	6	-9	-5	0	-1	-1	0	-13
COc1cc2c(cc1OC)C(c1ccccc1Br)NC(=O)C2 (stereo unspecified)	6	-5	-3	0	-13	-9	3	-5
CNC(=O)c1nn(C)c(=O)[nH]c1=O	9	·	9	·	0	·	·	5
COc1ccc(/C=C2/SC(=O)N(CCC(=O)Nc3ccccc3C(=O)O)C2=S)cc1	8	7	6	-6	-1	13	-3	-11
Cc1cccc(Nc2nnc(SCC(=O)Nc3ccccc3[N+](=O)[O-])s2)c1C	6	2	0	7	-8	-4	-13	-6
CCOC(=O)N1CCN(c2c(NCC3CCCO3)c(=O)c2=O)CC1 (stereo unspecified)	1	-2	0	-7	2	0	-3	2
Cc1cc2c(cc1S(=O)(=O)N1CCCCC1)OCC(=O)N2	6	-4	-11	-2	-8	-3	-2	2
CC(C)CNC(=O)c1ccccc1NC(=O)Nc1ccccc1	2	3	1	1	-1	-6	5	-6
COc1ccc(/C=C/C(=O)c2ccc(O)cc2)cc1CN1CCOCC1	4	-41	2	-13	0	12	-2	-1
COc1ccc(CCNC(=O)C(=O)NCc2ccc(C(C)C)cc2)cc1OC	1	4	13	2	7	7	3	19
O=c1oc2ccccc2cc1-c1csc(NN=C2CCCCC2)n1	12	-19	3	4	1	11	-25	-23
COC(=O)c1c(C)nn(-c2ccccc2)c1N	0	-3	0	-6	3	4	6	8
O=c1cc(CN2CCN(C/C=C/c3ccccc3)CC2)c2cc(O)ccc2o1	16	9	24	4	-5	9	2	15
Clc1ccc(Nc2ccc(-n3ccnc3)nn2)cc1Cl	-11	2	12	14	-6	-3	24	19
Cc1ccc(NC(=O)c2c(C)noc2C)cc1S(=O)(=O)N1CCOCC1	1	-9	-5	4	-7	2	-12	3
CC(C)(C)c1ccc(NC(=O)C(=O)C2C(=O)Nc3ccccc32)cc1 (stereo unspecified)	7	-1	3	13	1	7	5	-14
CCc1nc(C)cn1S(=O)(=O)c1cc(Cl)c(OC)cc1Cl	0	1	-5	4	-9	-2	-2	2
COc1ccc(CCN(C)C2CCCN(C(=O)c3sccc3C)C2)cc1OC (stereo unspecified)	6	10	-11	6	-2	16	1	-5
O=C(Nc1ccccc1C(=O)NCC1CCCO1)c1ccco1 (stereo unspecified)	0	9	-3	5	-8	-4	6	0
COc1cc(/C=N/NC2=NS(=O)(=O)c3ccccc32)cc(OC)c1OC	14	11	-6	-4	-4	-5	11	9
CCCOc1ccc(-c2csc(N)n2)cc1[N+](=O)[O-]	12	-59	2	7	4	9	-38	-84
COc1cccc(CNC(=O)N2CCN(c3ccccc3)CC2)c1	11	7	4	6	-1	11	23	-5
CCOC(=O)C1CCN(C(=O)CCc2nc3ccccc3[nH]2)CC1	-8	-5	-2	-9	-4	2	1	0
Cc1c(C(O)CN2CCC(C(N)=O)CC2)c2ccccc2n1C (stereo unspecified)	-12	-2	-5	0	-2	6	6	16
NNC(=S)NC1CC2CC1C1C=CCC21 (stereo unspecified)	32	2	3	4	24	26	9	-2
CC1(C)CC(=O)C(C=NCCN2CCN(C3CC(=O)N(c4cccc(Br)c4)C3=O)CC2)=C(O)C1 (stereo unspecified)	-4	2	-7	-8	2	-1	8	5
COc1ccc(CC(=O)c2ccc(O)cc2O)cc1OC	12	10	-23	6	-18	3	-6	-3
COc1ccccc1NC(=O)c1cc2n(n1)C(C(F)(F)F)CC(c1ccc3c(c1)OCO3)N2 (stereo unspecified)	-2	7	6	-10	4	-6	13	-45
CCOC(=O)N1CCN(Cc2nc(N)nc(Nc3ccc(Cl)cc3)n2)CC1	7	-48	-7	4	-5	-3	9	42
COc1cc2c(cc1OC)CN(C(=O)CSc1ccccc1C)CC2	-7	4	-1	3	-12	9	11	-9
O=C(NCc1cccnc1)[C@@H]1CC=C[C@@H]2CCN(Cc3ccc(Cl)c(Cl)c3)C(=O)[C@@H]21	6	-1	-6	-2	-2	4	-5	10
C=CCOC(=O)/C(=C\c1cccc2ccccc12)NC(=O)c1ccccc1	2	-65	4	-4	11	28	-89	-3

Reprinted at random: 5 records from the list.
SMILES	CCR6 antag	Jurkat NFkB inh	EBI2 antag	UBC13 polyUb	CXCR6 block	APJ antagonist	697 NFkB inh	Gli-Sufu antag
CCOC(=O)N1CCN(c2c(NCC3CCCO3)c(=O)c2=O)CC1 (stereo unspecified)	1	-2	0	-7	2	0	-3	2
CC(C)CNC(=O)c1ccccc1NC(=O)Nc1ccccc1	2	3	1	1	-1	-6	5	-6
CN(C)c1ccc(NC(=O)CN2CCN(S(=O)(=O)c3cc(Cl)ccc3Cl)CC2)cc1	-3	-4	64*	-3	5	9	9	2
COc1cccc(CNC(=O)N2CCN(c3ccccc3)CC2)c1	11	7	4	6	-1	11	23	-5
COc1cc(Cl)c(CN2CCCC(CO)(Cc3ccccc3)C2)cc1OC (stereo unspecified)	8	0	-3	4	-1	12	10	27

Continuation.
SMILES	CCR6 antag	Jurkat NFkB inh	EBI2 antag	UBC13 polyUb	CXCR6 block	APJ antagonist	697 NFkB inh	Gli-Sufu antag
COc1ccc(OC)c(CNC(=O)c2cc(=O)[nH]c3ccc(S(=O)(=O)N4CCCC4)cc23)c1	·	3	·	-11	·	-9	19	·
CCCOc1ccc(C(O)C(CN2CCOCC2)c2ccccc2)cc1 (stereo unspecified)	1	13	-2	4	1	3	5	27
NC(=O)N/N=C/c1ccc(-n2nncc2-c2ccc(Cl)cc2)cc1	-2	27	-1	0	-2	14	0	33
COc1ccc(NCc2nnc(SCC(=O)c3ccc(OC)cc3)n2C)cc1	-1	0	-3	-18	-6	-40	-6	4
O=C(C[n+]1ccc(/C=N/O)cc1)NC(=O)Nc1ccccc1	2	-2	-8	6	-3	-49	13	-5
CCOc1ccccc1NC(=O)CSc1ccccc1	13	-8	6	14	-4	-10	-6	-2
Cn1nc(C(F)(F)F)c(-c2ccc(Br)cc2)c1NC(=O)CSCC(=O)O	2	-3	-5	4	-9	7	24	-10
Cc1ccc(NC(=O)CN2CCCC2c2cccn2C)cc1C (stereo unspecified)	9	-7	-4	2	-1	8	5	-17
O=C(CCc1ccc(S(=O)(=O)N2CCOCC2)cc1)N1CCN(Cc2ccc3c(c2)OCO3)CC1	-2	5	-2	0	-3	-10	-13	14
O=C(CSc1nc2ccccc2o1)N1CCN(S(=O)(=O)c2ccc3ccccc3c2)CC1	-8	1	-9	-7	-4	-7	-18	-4
Cc1ccc(-c2cc3ccccc3nc2N)cc1	0	-58	-12	19	-4	-7	-96	-32
CCN(CC)c1nc2ccccc2nc1-n1nc(C)cc1C	9	2	9	18	2	8	-1	5
COc1cc(NC(=O)CN(C)S(=O)(=O)c2ccc3c(c2)CC(C)N3C(C)=O)cc(OC)c1OC (stereo unspecified)	7	8	6	7	2	-15	13	0
CC(Sc1nnnn1-c1ccccc1)C(=O)Nc1ccc(Cl)cn1 (stereo unspecified)	16	-6	9	-1	-1	-3	1	8
CCCC(c1nnnn1CC(=O)OCC)N(Cc1cc2ccc(C)cc2[nH]c1=O)C1CCCC1 (stereo unspecified)	3	-15	-15	1	-4	3	16	5
Cn1ccnc1Sc1ccc(/C=N/NC(=O)c2ccccc2[N+](=O)[O-])cc1[N+](=O)[O-]	11	-5	3	-7	2	7	2	-1
C#CCNC(=O)C1=C[C@@H](c2ccc(C(F)(F)F)cc2)C[C@@H](OCc2ccc(CO)cc2)O1	23	-21	10	3	-3	-94	-23	6
O=c1[nH]c(/C(Cl)=C/c2cccc(C(F)(F)F)c2)nc2cc(Cl)ccc12	7	4	0	0	-5	-9	6	2
CCCSc1ccc([C@@H]2[C@@H]3C(=O)N(CC)C(=O)[C@@H]3[C@]3(C(=O)OC)CCCCN23)cc1	12	5	16	-2	4	1	-4	1
COc1cccc(NC(=O)c2cn(C)c(=O)c3cc(OC)c(OC)cc23)c1	-8	-16	4	-12	-3	-2	-11	0

3 entries out of the list above, sorted by their value in CXCR6 block, lowest first:
smiles | CXCR6 block
CCCC(c1nnnn1CC(=O)OCC)N(Cc1cc2ccc(C)cc2[nH]c1=O)C1CCCC1 (stereo unspecified) | -4
C#CCNC(=O)C1=C[C@@H](c2ccc(C(F)(F)F)cc2)C[C@@H](OCc2ccc(CO)cc2)O1 | -3
CCCSc1ccc([C@@H]2[C@@H]3C(=O)N(CC)C(=O)[C@@H]3[C@]3(C(=O)OC)CCCCN23)cc1 | 4

Carrying on.
SMILES	CCR6 antag	Jurkat NFkB inh	EBI2 antag	UBC13 polyUb	CXCR6 block	APJ antagonist	697 NFkB inh	Gli-Sufu antag
CC(=O)C1=C(C)N(CC2CC2)C(=O)N[C@H]1c1ccccc1	-2	-3	-1	-2	5	13	-13	2
CSc1nc(N)nc2c1ncn2CC(=O)NCc1ccccc1	0	-8	7	-2	-3	0	-16	13
Cc1cccnc1NC(=O)c1ccc(NS(=O)(=O)/C=C/c2ccccc2)cc1	7	16	3	-5	-1	23	11	-2
Nc1ccc(CCC(=O)N2CCCC2)cc1	3	17	-5	0	5	3	12	·
COc1cc(OC)c(C(=O)NCC2CCCO2)cc1OC (stereo unspecified)	5	8	-3	-11	3	1	11	-2
N#Cc1ccccc1S(=O)(=O)N1CCN(C(=O)CCNS(=O)(=O)c2ccc(Cl)cc2)CC1	6	·	0	·	-1	·	·	-6
O=C(Cn1nc(-c2ccc(Cl)cc2)c2ccccc2c1=O)NN1CCOCC1	12	-5	0	-14	7	18	-2	3
Cc1ccc(OCCNS(=O)(=O)c2ccc(N3CCCC3=O)cc2)cc1C	10	12	3	6	-6	3	5	35
O=C(CSc1nnc2sc3ccccc3n12)N1CCN(c2ccccc2)CC1	-8	13	-14	8	-8	2	11	4
COc1cccc(C2c3[nH]c4ccccc4c3CCN2Cc2cnc(C)s2)c1OC (stereo unspecified)	-13	-8	1	5	10	-15	24	7
CC(NC(=O)CNC(=O)C1CCCCC1)c1ccc(S(N)(=O)=O)cc1 (stereo unspecified)	7	1	-4	-4	-4	31	7	-11
CSc1nncc(/C(C)=N\Nc2cccc(C)c2)n1	16	-12	-4	-18	-19	5	-17	29
CCCn1nnc(NC(=O)c2ccccc2Cl)n1	2	-21	1	0	-4	7	-6	-17
